# G9a block = G9a (human) methyltransferase inhibition; Q96KQ7; 350,000 compounds, 8.8% hits; G9a H3K9 monomethylation, AlphaScreen, 2 h; Potency, µM (highest dose often 102 µM), without a hit: top-dose activity, negative = inhibition, actives largely listed as inhibitors; further: on the % scale 0 is the no-effect control and ±100 the full control effect; nearly all actives have a fitted effect of over 75% in size
# Target sequence (Q96KQ7 913-1193 limits assumed): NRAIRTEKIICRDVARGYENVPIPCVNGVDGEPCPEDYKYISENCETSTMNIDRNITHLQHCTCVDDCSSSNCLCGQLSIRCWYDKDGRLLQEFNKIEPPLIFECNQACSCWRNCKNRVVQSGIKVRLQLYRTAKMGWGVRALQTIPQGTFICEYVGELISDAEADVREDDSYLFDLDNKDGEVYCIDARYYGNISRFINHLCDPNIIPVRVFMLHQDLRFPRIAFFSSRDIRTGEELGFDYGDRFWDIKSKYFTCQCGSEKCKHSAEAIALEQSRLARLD
#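 Signal arises when biotinylated H3K9 peptide, once monomethylated, bridges streptavidin donor and antibody-captured acceptor beads. Enzyme at 20 nM was preincubated 15 min with test compounds; peptide 500 nM and SAM 20 uM then reacted for 2 h.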
# JMJD2A Tudor = blocks the human JMJD2A Tudor domain | AlphaScreen JMJD2A-Tudor / H3K4me3 peptide binding | O75164 | Potency, µM (doses to about 114 µM), without a hit: at the highest dose activity change, negative = inhibition, usual class: inhibitors | 390,000 compounds, 4.4% hits | AID 504339; further: on the % scale 0 is the no-effect control and ±100 the full control effect; nearly all actives have a fitted effect of over 50% in size
# HP1b chromo inh = HP1-beta chromodomain-methylated histone interaction inhibition. 390,000 compounds, 0.56% hits. P83916. AlphaScreen HP1-beta / biotin-H3K9me3 peptide binding. Potency, µM (highest dose often 114 µM), for inactives: at the highest dose activity change, negative = inhibition, actives largely listed as inhibitors. AID 540317; further: nearly all actives have a fitted effect of over 70% in size; inactives centre near 23
#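 HP1-beta protein (50 nM final) preincubated 30 min at room temperature with biotinylated H3(1-18)K9me3 peptide (50 nM) in PBS pH 7.4, 0.01% Tween-20, then compound added for 30 min. AlphaScreen streptavidin donor/nickel chelate acceptor beads (10 ug/mL final), 30 min dark, luminescence read.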
# POLI inh = blocks human DNA polymerase iota activity | Q9UNA4 | Pol iota fluorescent replication assay, 10 min | Potency, µM (series often up to 115 µM), for inactives: at the top dose activity, negative = inhibition, hits mostly inhibitors | 390,000 compounds, 1% hits | AID 588590
#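 Pol iota at 10 nM preincubated 15 min with compounds at room temperature; reaction started with fluorescent substrate, 50 nM final. Fluorescence read kinetically at 0 and 10 min; buffer-only wells as negative control.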
# BAZ2B inh = inhibitors of human BAZ2B bromodomain. 360,000 compounds, 4.4% hits. Q9UIF8. AlphaScreen BAZ2B-H3K14Ac peptide displacement. Potency, µM (doses to about 114 µM), without a hit: at the highest dose activity change, negative = inhibition, usual class: inhibitors; further: on the % scale 0 is the no-effect control and ±100 the full control effect; nearly all actives have a fitted effect of over 60% in size
#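 Multi-concentration screen (max 110 uM) measuring displacement of acetylated histone H3 peptide from BAZ2B by AlphaScreen, using 50 nM protein, 50 nM peptide and 10 ug/mL streptavidin donor plus Ni-chelate acceptor beads.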
# GLS inh = glutaminase GLS (human) inhibition; O94925; GLS enzymatic activity, qHTS titration; Potency, µM (series often up to 45.5 µM), for inactives: top-dose activity change, negative = inhibition, actives largely listed as inhibitors; 410,000 compounds, 0.21% hits; AID 624170; further: on the % scale 0 is the no-effect control and ±100 the full control effect
# Target sequence (O94925 whole entry, looked up): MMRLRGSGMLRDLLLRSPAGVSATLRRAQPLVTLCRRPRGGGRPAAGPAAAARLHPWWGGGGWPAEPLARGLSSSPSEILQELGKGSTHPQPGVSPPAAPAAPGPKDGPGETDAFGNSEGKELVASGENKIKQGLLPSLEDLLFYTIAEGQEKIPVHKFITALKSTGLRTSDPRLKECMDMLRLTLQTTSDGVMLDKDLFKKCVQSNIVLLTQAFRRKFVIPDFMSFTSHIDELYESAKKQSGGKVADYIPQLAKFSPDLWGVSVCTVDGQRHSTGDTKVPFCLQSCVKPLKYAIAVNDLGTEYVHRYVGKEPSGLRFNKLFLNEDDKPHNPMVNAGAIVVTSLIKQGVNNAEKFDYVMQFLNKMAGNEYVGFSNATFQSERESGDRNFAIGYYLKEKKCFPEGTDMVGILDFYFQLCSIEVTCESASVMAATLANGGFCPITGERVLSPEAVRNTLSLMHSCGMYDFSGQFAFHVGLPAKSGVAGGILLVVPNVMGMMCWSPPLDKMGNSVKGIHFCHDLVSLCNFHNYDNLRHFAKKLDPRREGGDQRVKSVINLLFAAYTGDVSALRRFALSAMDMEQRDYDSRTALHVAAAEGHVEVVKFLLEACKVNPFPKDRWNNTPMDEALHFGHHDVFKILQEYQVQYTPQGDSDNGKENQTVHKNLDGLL
#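 Assay buffer: 45 mM KH2PO4 pH 8.2, 0.02% Tween-20. hKGA acts on L-glutamine (1 mM solution added); product glutamate is reported by an oxidase/peroxidase Amplex Red coupling, with fluorescence taken at baseline and 30 min.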
# Pin1 inh = blocks the human prolyl isomerase Pin1; Q13526; Pin1 FP peptide displacement, HiFluor488, 10 min; Potency, µM (highest dose often 115 µM), without a hit: at the highest dose activity, negative = inhibition, actives largely listed as inhibitors; 390,000 compounds, 0.009% hits; active means well fitted inhibition curve with a large enough effect in the polarisation, with a control signal flat, not every such curve was filed as active; inconclusive means small, poorly fitted or top-dose-only effect, or effect the other way, or a change in a side signal; inactive means no such curve, though single readings can be large or run the other way; the % refers to the polarisation; further: on the % scale 0 is the no-effect control and ±100 the full control effect
# Target sequence (Q13526 whole entry, looked up): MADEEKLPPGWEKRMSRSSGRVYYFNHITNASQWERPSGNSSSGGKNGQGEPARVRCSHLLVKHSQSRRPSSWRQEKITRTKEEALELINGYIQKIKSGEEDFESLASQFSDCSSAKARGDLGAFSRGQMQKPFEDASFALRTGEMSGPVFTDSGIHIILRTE
# BLM inh = inhibitors of human Bloom syndrome helicase BLM. P54132. recombinant BLM DNA unwinding, fluorescence dequenching. Potency, µM (series often up to 56.1 µM), inactives show at the highest dose activity change, negative = inhibition, usual class: inhibitors. 350,000 compounds, 0.2% hits;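 further: plate controls were vehicle for no effect and no enzyme for full effect; nearly all actives have a fitted effect of over 35% in size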
# Tb PGK inh = blocks T. brucei phosphoglycerate kinase; P07378; PGK/GAPDH coupled, Kinase-Glo luminescence, 60 min; Potency, µM (series often up to 57.5 µM), inactives show top-dose activity change, negative = inhibition, most hits filed as inhibitors; 380,000 compounds, 0.043% hits; AID 602233; further: on the % scale 0 is the no-effect control and ±100 the full control effect; nearly all actives have a fitted effect of over 60% in size
#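 Recombinant glycosomal PGK reaction used 1,3-bisphosphoglycerate generated in-well by GAPDH (100nM final) in 100mM TEA pH 7.6, 5mM MgCl2, 0.01% Tween-20. After 60 minutes at room temperature, ATP was read by Kinase-Glo Plus luminescence end-point.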
# * hit, by the source's call; i = inactive; ? = inconclusive; · = no result given; [ ] = dose if it differs, or a comment. Unless noted, the call rests on the fitted dose curve; in most records, active means well fitted curve in the direction sought with a large enough effect; inconclusive means small, poorly fitted or top-dose-only effect, or another doubt; inactive means no such curve, though single readings can be large; an effect the other way counts as inactive or inconclusive. Potency means the concentration at half of the fitted maximal effect.
SMILES,G9a block,JMJD2A Tudor,HP1b chromo inh,POLI inh,BAZ2B inh,GLS inh,Pin1 inh,BLM inh,Tb PGK inh
CC1CCN(S(=O)(=O)c2ccc(NC(=O)[C@@H]3CCCC[C@@H]3C(=O)O)cc2)CC1,8.6%,-4.9%,-11.7%,49.8%[activator],-18.5%,-2.3%,-4.1%,-1.1%,i
COc1ccc(OC)c(NC(=O)CN2C(=O)CCc3cc(S(=O)(=O)N4CCCCC4)ccc32)c1,4.4%[12.7 µM],-24.8%,23.7%,-14.5%,-34.5%,-3.6%,-7.2%,-7.4%,-7.8%
CCOC(=O)c1ccc(NC(=O)c2csnn2)cc1,-46.8%[59 µM],-15.9%,22.7%,49.0%[activator],-36.1%,-0.3%,7.1%,-4.2%,-10.9%
CCCN(CCC)CCNC(=O)c1cc2c(=O)n(CC)c3ccccc3c2s1,10.4%[59 µM],-6.3%,16.9%,-13.0%,-1.9%,3.2%,3.3%,-8.4%,-10.3%
Cn1ccnc1SC(C(=O)O)c1ccccc1 (stereo not given),27.5%[59 µM],-12.3%,24.4%,-14.5%,-2.8%,-2.7%,-6.3%,0.3%,-4.9%
CC(=NO)C1CCC2C3CCC4CC(=NO)CCC4(C)C3C(C)(O)CC12C (stereo not given),·,-23.6%,21.6%,23.4%,·,13.7%,3.8%,·,-10.9%
Cc1ccc(C(=O)O/N=C/C2=C(Cl)c3ccccc3CC2)cc1,12.3%[59 µM],26.8%,35.2%[activator],-8.4%,-1.2%,-13.3%,-7.3%,-2.4%,-2.6%
CCC(C)C(NC(=O)c1ccccc1NC(=O)c1ccc(OC)cc1)C(=O)NCc1ccco1 (stereo not given),-30.1%[12.7 µM],-9.2%,26.7%,?,-26.0%,-2.7%,1.6%,-9.6%,·
CC(=O)c1ccc(NC(=O)CSc2nc(C)cc(C)c2C(N)=O)cc1,21.1%,0.0%,34.3%,35.9%[activator],?,0.4%,1.6%,4.7%,i
CC(C)NC(=O)c1ccc2c(c1)N(Cc1cccc(Cl)c1)C(=O)c1ccccc1S2=O (stereo not given),-2.1%[59 µM],-9.0%,30.6%,12.5%,-2.2%,4.1%,9.3%,-4.6%,-6.5%
NC(=O)C1CCN(c2nc(-c3ccccc3Br)cs2)CC1,-3.7%[12.7 µM],35.7%,94.0%[activator],26.0%,?,8.2%,-1.4%,·,-1.1%
COc1ccc(S(=O)(=O)NCCc2sc(-c3cccnc3)nc2C)cc1OC,0.9%[59 µM],-19.0%,9.2%[57 µM],-11.1%,4.7%,-12.9%,-7.3%,0.8%,-4.2%
Cc1c(Cl)cccc1N1C(=O)CC(NNC(=O)c2ccc3c(c2)OCO3)C1=O (stereo not given),·,5.4%,57.5%[activator],-0.8%,·,31.0%[activator],0.3%,·,i
CCC[C@@H](CN1CCC[C@H]1CN1C(N)=NC[C@@H]1Cc1ccccc1)N1C[C@@H](Cc2ccccc2)N(CCc2ccc(Cl)c(Cl)c2)C1=N,·,?,19.6%,4.6%,·,-5.3%,5.5%,·,19.4%
CC[C@]12c3[nH]c4ccc(Cl)cc4c3CCN1C(=O)[C@@H](CC(=O)NCCCn1ccnc1)C[C@@H]2C(=O)N1CCN(C(=O)c2ccco2)CC1,·,-28.1%,10.9%,25.3%,·,5.0%,-2.2%,·,-5.0%
Cc1cc(Br)ccc1SCC(=O)OCC(O)=C(C#N)c1nc2ccccc2[nH]1,·,-19.4%,25.6%,14.6%,·,9.1%,?,·,i
Cc1cc(NC(=O)CSc2ccccn2)cc(NC(=O)CSc2ccccn2)c1,?,-0.7%,21.8%,89.8%[activator],2.2%,-7.4%,-0.7%,-5.3%,-6.1%
CC1=C(c2ccc(C)c(C)c2)S(=O)(=O)N=C1N1CCC(C(=O)NCc2ccccc2C)CC1,5.0%[59 µM],7.0%,-8.8%,-0.8%,-1.6%,0.0%,24.8%,-4.1%,·
CN1C(=O)Cc2cc(S(=O)(=O)Nc3ccc(N4CCOCC4)cc3)ccc21,79.4µM*,-15.8%,7.5%,39.0%[activator],-19.8%,55.3%[activator],10.3%,-6.2%,6.5%
O=C1C2C3c4ccccc4C(c4ccccc43)C2c2nc3ccccc3n21 (stereo not given),0.3%[59 µM],-12.5%,29.3%,-1.6%,6.7%,-1.3%,0.2%,-2.9%,-3.4%
O=C(N/C(=C/c1ccc(Br)cc1)C(=O)N1CCCC1)c1cccs1,-9.7%[59 µM],-7.7%,27.2%,35.1%[activator],-11.5%,14.4%,-7.0%,-4.8%,-5.8%
CC(Sc1nc2ccc(C(=O)c3ccccc3)cc2[nH]1)C(=O)O (stereo not given),?,-15.2%,37.0%[activator],15.1%,-6.1%,-0.1%,-0.1%,-1.3%,-8.2%
Cc1ccc(C)c(NC(=O)CN(C)C(=O)c2cccc(S(=O)(=O)N3CCCC3)c2)c1,-14.2%,-2.8%,12.8%,-9.4%,10.0%,-3.5%,-8.8%,·,-5.6%
CN(C)S(=O)(=O)N1CCN(S(=O)(=O)c2ccc(F)cc2)CC1,-32.3%[12.7 µM],0.6%,12.2%,10.1%,1.6%,7.4%,2.7%,-0.4%,-4.2%
CCc1c(C)nc2cc(-c3cccs3)[nH]n2c1=O,18.2%[59 µM],-6.1%,4.9%,16.1%,2.8%,18.6%,-0.1%,1.9%,-4.6%
COc1cccc(CNC(=O)Cn2nc(C)n3c(cc4cc(C)ccc43)c2=O)c1OC,44.8%[activator][59 µM],-14.2%,53.5%[activator],29.2%,9.5%,-6.3%,2.5%,-7.4%,-0.5%
Fc1ccccc1CSCc1nc2ccccc2[nH]1,1.7%,-3.5%,50.7%[activator],37.7%[activator],-7.0%,-12.8%,-6.5%,2.6%,-3.6%
CC1(C)CC(=O)C2=C(C1)Oc1ncn(CCCn3ccnc3)c(=N)c1C2c1ccccc1 (stereo not given),1.5%[59 µM],?,28.8%,-10.6%,-6.4%,18.3%,1.8%,-1.5%,·
Cc1ccc(-c2nc(S(=O)(=O)c3ccccc3)c(N3CCN(c4ccccc4)CC3)o2)cc1,-3.9%[59 µM],-21.5%,17.5%,23.6%,-2.7%,-2.3%,2.7%,-3.0%,-9.4%
CCOC(=O)c1ccc2c(c1)n(CC)c(/C=C/Nc1ccccc1)[n+]2CC,7.5%[0.501 µM],-16.6%,41.4%[activator],11.0%,-34.4%,21.3%,0.3%,-6.6%,·

# A second format for 2 compounds above:
compound: Cc1cc(NC(=O)CSc2ccccn2)cc(NC(=O)CSc2ccccn2)c1
  G9a block: ?; JMJD2A Tudor: -0.7%; HP1b chromo inh: 21.8%; POLI inh: 89.8%[activator]; BAZ2B inh: 2.2%; GLS inh: -7.4%; Pin1 inh: -0.7%; BLM inh: -5.3%; Tb PGK inh: -6.1%
compound: CC1=C(c2ccc(C)c(C)c2)S(=O)(=O)N=C1N1CCC(C(=O)NCc2ccccc2C)CC1
  G9a block: 5.0%[59 µM]; JMJD2A Tudor: 7.0%; HP1b chromo inh: -8.8%; POLI inh: -0.8%; BAZ2B inh: -1.6%; GLS inh: 0.0%; Pin1 inh: 24.8%; BLM inh: -4.1%; Tb PGK inh: ·

# (next part)
SMILES,G9a block,JMJD2A Tudor,HP1b chromo inh,POLI inh,BAZ2B inh,GLS inh,Pin1 inh,BLM inh,Tb PGK inh
COc1ccccc1OCC(=O)N(Cc1ccc(Cl)cc1)CC1CCCO1 (stereo not given),7.2%[59 µM],-11.6%,13.0%,8.4%,0.5%,-8.5%,-5.1%,1.7%,-2.7%
CCOC(=O)CNC(=O)c1c(C)nn(-c2ccccc2)c1Cl,-19.6%[12.7 µM],-2.1%,24.2%,6.6%,-2.4%,-5.6%,-5.4%,0.7%,-4.1%
COc1ccc(NC(=O)CN(C)C(=O)c2cc(-c3cccs3)nn2-c2ccccc2)cc1,50.1µM*,-20.7%,5.0%,6.6%,-5.3%,-3.0%,13.1%,·,-3.4%
CC1(C)Cc2cccc(OCC(N)=O)c2O1,·,-12.3%,9.3%,15.0%,1.6%,0.5%,0.9%,-0.5%,-0.6%
COc1ccc(C(=O)c2ccc([N+](=O)[O-])cc2Cl)cc1,·,56.2µM*,?,80.3%[activator],?,-12.2%,0.6%,-5.0%,5.6%
O=S(=O)(/N=C(/Nc1ccccc1)c1ccccc1O)c1ccccc1,-32.3%,-7.5%,27.9%,4.8%,-7.5%,10.4%,0.6%,-3.2%,2.9%
O=C(c1cc(S(=O)(=O)N2CCOCC2)ccc1Cl)N1CCCCC1CO (stereo not given),·,-4.8%,-22.7%,18.7%,·,4.8%,-20.3%,·,3.7%
CC1CCc2c(sc3nc(CN4CCOCC4)nc(NS(=O)(=O)c4cccc([N+](=O)[O-])c4)c23)C1 (stereo not given),-9.7%[12.7 µM],-30.8%,16.4%,-15.9%,-36.0%,2.9%,2.3%,-2.0%,-0.1%
CCCCOC1(c2ccccc2)OC(=O)c2ccccc21 (stereo not given),176.8%[activator],85.4%[activator],118.0%[activator],-13.3%[58.9 µM],101.6%[activator],-7.2%,-3.5%,-7.8%,-7.2%
CCOC(=O)C1=C(C)NC(=O)NC1c1ccc(-c2ccc(Cl)cc2)o1 (stereo not given),-9.2%,-25.8%,14.3%,42.4%[activator],-24.3%,-2.1%,?,-2.6%,-5.4%
C=C(C)COc1ccc(-c2[nH]ncc2-c2ccc(Br)cc2)c(O)c1,2.8%,-27.0%,30.7%,13.6%,2.9%,-0.9%,-4.8%,-18.9%,i
CCCCCCc1nc2ccccc2c(=O)n1N,7.4%,-21.7%,38.1%,-4.3%,12.4%,10.0%,0.5%,-4.1%,2.9%
CCC(=O)Nc1ccc(NCc2cccs2)cc1,·,-15.8%,6.8%,73.6%[activator],-7.2%,2.4%,6.0%,-1.8%,-4.0%
O=C(c1ccc(-c2ccccc2Cl)o1)N1CCCCCCC1,·,115.8%[activator],?,85.7%[activator],·,-2.4%,0.1%,·,-1.6%
Cc1ccc(CNC(=O)NCc2noc3ccc(C)cc23)cc1,7.0%[59 µM],13.6%,38.0%,12.8%,-0.7%,-6.7%,2.8%,0.8%,-5.1%
CN1CCN(NC(=O)c2cc(-c3ccc(Br)s3)nc3ccccc23)CC1,-23.9%,-21.9%,17.3%,59.5%[activator],-13.3%,?,21.0%,27.2%,13.9%

# Assay outcomes from PubChem.

# Some of the compounds tested, so the mix of outcomes need not match the whole.
